Source: PubChem BioAssay
GPR55 LPI antagonism – inhibition of LPI-stimulated GPR55 beta-arrestin translocation – imaging, U2OS, beta-arrestin-GFP, LPI agonist, primary screen (AID 2013) | U2OS GPR55 beta-arrestin-GFP translocation imaging, LPI antagonism; higher % means a stronger effect | actives 0.13% (n = 290,000) | one-dose inhibition, % at 10 µM; IC50 in µM for titrated hits;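 active = spots per cell inhibited over 60%, with over 100 cells counted and total cytoplasm intensity under 500,000; inconclusive = wells with under 100 cells, flagged as likely toxic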;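 also: U2OS cells stably carrying GPR55 and arrestin-GFP stimulated by 5 µM LPI near EC80; imaged beta-arrestin-GFP aggregate spots per cell after agonist stimulation; plate controls were LPI-stimulated DMSO wells for no effect and DMSO wells without LPI for full effect; some results filed as inactive read as strong as hits; confirmed hits need IC50 under 10 µM and bright autofluorescent wells are also inconclusive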
NOD2 inhibition – NOD2 signaling inhibitors, cell-based, luminescence, uHTS, HEK293 (AID 1566); HEK293 NOD2/NF-kB luciferase reporter, luminescence; higher % means a stronger effect; one-dose inhibition, % at 4 µM; EC50 in µM for titrated hits; actives 0.63% (n = 290,000); also: many of its hits are not listed in these tables
KOR beta-arrestin-1 – kappa opioid receptor blockers – cell-based, luminescence, uHTS (AID 1778) | KOR beta-arrestin recruitment, luminescence, antagonist mode; higher % means a stronger effect | inhibition, % at 10 µM, or IC50 in µM where a hit was titrated | actives 0.091% (n = 290,000); also: strong numbers were not always called active
HIV peptide binding – cell-free HIV fusion peptide-binding blockers – biochemical, uHTS, fluorescence dequenching, primary screen (AID 1986); actives 0.3% (n = 290,000); inhibition, % at 20 µM, or IC50 in µM where a hit was titrated; cell-free peptide binding, fluorescence dequenching, 30 min; higher % means a stronger effect; in the data active = inhibition mostly above about 52%, no sharp cut-off; inactive = mostly below about 76%; also: some results filed as inactive read as strong as hits
GPR35 arrestin U2OS – GPR35 antagonists blocking zaprinast-driven arrestin recruitment, primary screen, imaging, U2OS, beta-arrestin-GFP, zaprinast agonist (AID 2058). U2OS GPR35 beta-arrestin-GFP translocation imaging, zaprinast antagonism; higher % means a stronger effect. inhibition, % at 10 µM; hits with a dose series show IC50 in µM. actives 0.052% (n = 290,000);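 active = inhibition of at least 50% with at least 30 cells and total cytoplasm GFP at most 10,000,000; inconclusive = under 30 cells or total GFP of 10,000,000 plus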
Myeloid diff 2 – promotes myeloid progenitor differentiation; AID 624256; calls only at 10 µM; actives 1% (n = 360,000); ER-HoxA9 myeloid progenitors, lysozyme-GFP differentiation, flow cytometry;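 active = normalized GFP-positive differentiation at or above the plate's own cutoff, the solvent-only control mean plus 3 SD; inconclusive = no clear call, values can overlap the other calls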;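 also: cells exposed to compound for four days before flow analysis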
GPR55 activation – GPR55 agonists via beta-arrestin recruitment, primary screen, imaging, U2OS cells, beta-arrestin-GFP redistribution (AID 1961); U2OS GPR55 beta-arrestin-GFP redistribution imaging; higher % means a stronger effect; actives 0.048% (n = 290,000); activation, % at 10 µM; hits with a dose series show EC50 in µM;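 active = activation above 40% with more than 50 cells counted in the well; inconclusive = wells holding fewer than 50 cells, flagged as toxic or sparse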;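 also: U2OS osteosarcoma cells stably expressing GPR55 and beta-arrestin-GFP; plate controls were DMSO negative control for no effect and LPI positive control for full effect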
NOD1 NF-kB reporter – inhibition of NOD1-driven NF-kB reporter – cell-based, luminescence, uHTS, primary screen (AID 1578); NOD1-driven NF-kB luciferase reporter cells, luminescence; higher % means a stronger effect; inhibition, % at 4 µM; hits with a dose series show EC50 in µM; actives 1% (n = 290,000); in the data active = inhibition mostly above about 36%, no sharp cut-off; inactive = mostly below about 34%;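 also: HEK-293T reporter cells stimulated with the NOD1 agonist gamma-tri-DAP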
KOR beta-arrestin-2 – KOR agonists, beta-arrestin recruitment, primary screen, cell-based, luminescence, uHTS (AID 1777) | KOR beta-arrestin recruitment, luminescence; higher % means a stronger effect | activation, % at 10 µM, or EC50 in µM where a hit was titrated | actives 0.02% (n = 280,000); in the data active = activation above about 50%, passing the limit was not always enough; also: a part of the inactive calls stands beside numbers as strong as those of hits
Myeloid diff 2 GFP+ MAC1+ % – second read-out of Myeloid diff 2, no call of its own (marks repeat the call); GFP+ MAC1+ double positive, %; measured here: differentiation confirmed by MAC1 staining
Active calls of the source: *; i = inactive; ? = inconclusive; · = not tested or not shown; + = active, no number; [ ] = remark or other dose. Rule as the data show it, unless noted: active = inhibition above about 50%; inactive = the rest. These rows are one share of the data; count on the stated rates, not on these rows.

SMILES	GPR55 LPI antagonism	NOD2 inhibition	KOR beta-arrestin-1	HIV peptide binding	GPR35 arrestin U2OS	Myeloid diff 2	Myeloid diff 2 GFP+ MAC1+ %	GPR55 activation	NOD1 NF-kB reporter	KOR beta-arrestin-2
Clc1ccc(CNC23CN4CN(CN(C4)C2)C3)c(Cl)c1	10%	10%	2%	3.0%	5%	i	0.7	-0.3%	-10%	3.2%
COc1ccc(NC2CCCN(C(=O)CCc3ccncc3)C2)cc1OC (stereo unspecified)	6%	6%	-19%	-2.0%	21%	i	1.6	-0.2%	19%	-0.2%
Cc1ccnc2nc(C(=O)NCCc3ccc(F)cc3)nn12	4%	-7%	-20%	0.2%	-5%	i	0.6	0.5%	17%	1.3%
CC(OC(=O)C1CCN(S(=O)(=O)c2ccc(Cl)cc2)CC1)C(=O)NC1CCCCC1C (stereo unspecified)	9%	8%	10%	-1.0%	10%	?	·	-0.1%	-3%	0.6%
CCOC(=O)/C(=C\c1cccnc1)C(=O)c1cc(C(C)=O)c(Nc2ccccc2)s1	3.1µM*	-62%	31%	-2.5%	9%	?	·	6.0%	102%*	-1.2%
COCc1nnc(NC(=O)c2ccc(S(=O)(=O)N(CC(C)C)CC(C)C)cc2)o1	4%	38%	9%	11%	-7%	i	0.4	-0.3%	-1%	-2.9%
COc1cc(/C=N/N=C(/N)c2nonc2N)cc(Br)c1OCc1cccc(C)c1	-6%	3%	10%	-0.5%	-5%	i	1.2	0.0%	-16%	-3.1%
O=[N+]([O-])c1cccc(-c2ccc3nnc(SCc4ccccn4)n3n2)c1	2%	-12%	-41%	-1.3%	-3%	i	0.7	0.3%	-54%	2.7%
CN(c1ccccc1)S(=O)(=O)c1cccc(C(=O)N2CCN(c3ccccn3)CC2)c1	-11%	-6%	-24%	0.6%	-5%	i	0.8	-0.6%	10%	3.0%
COc1ccccc1Oc1ccccc1C(=O)O	7%	-6%	-24%	1.3%	4%	i	2.4	-0.1%	1%	-1.1%
CCC(=O)c1cn(CC(=O)Nc2cccc(OC)c2)c2ccccc12	-22%	0%	-21%[20 µM]	1.5%	6%	i	1.0	-0.1%	-26%	0.9%
COc1ccc(-c2cc(C#N)nc(N3CCN(c4ccccc4)CC3)n2)cc1	-5%	18%	2%	2.9%	-8%	i	1.6	-0.1%	-9%	-1.2%
C=CCNC(=O)C1CCC(CNc2nc(=S)[nH]c3ccccc23)CC1 (stereo unspecified)	5%	2%	-22%	-0.9%	2%	i	0.1	0.0%	-8%	-5.4%
CCCc1ccc(-c2c(C)sc(N)c2C#N)cc1	15%	-5%	-25%	1.9%	2%	i	0.7	-0.1%	7%	3.6%
Cc1ccc(-n2nc3c(=O)n(CCCC(=O)NCCc4ccccc4)nc(C)c3c2C)cc1	10%	26%	-15%	-2.3%	5%	i	4.7	-0.1%	24%	-1.5%
COCCCn1[nH]c2c3c(ccc2c1=O)C(=O)c1ccccc1C3=O	-7%	-3%	-30%	-1.9%	-6%	i	0.6	-0.1%	7%	1.7%
Cc1cc2nc(-c3ccc(SCC(=O)NC(C)C)nc3)[nH]c2cc1C	13%	-40%	1%	-0.6%	-4%	·	·	-0.5%	24%	-4.0%
CCn1nc(C)cc1Nc1ccccc1	-2%	-16%	-44%	-0.8%	-11%	i	0.9	-0.1%	11%	0.9%
COc1ccc(C(=O)N/N=C/c2ccc(OC)c(CN3CCCc4ccccc43)c2)cc1	13%	-7%	-22%	-3.8%	-8%	i	0.4	0.1%	56%	2.2%
CC(C)(C#CCN1CCCCC1)OCCOC(c1ccccc1)c1ccccc1	15%	12%	25%	-0.9%	11%	i	1.1	-0.4%	44%	2.2%
COCCNC(=S)N(CCc1c(C)[nH]c2ccc(F)cc12)Cc1cccnc1	-4%	-22%	11%	-1.8%	-12%	i	1.2	-0.2%	16%	4.0%
CS(=O)(=O)Nc1ccc(C2=NN(S(=O)(=O)c3ccc(F)cc3)C(c3ccco3)C2)cc1 (stereo unspecified)	0%	-2%	-6%	2.2%	-5%	i	0.5	0.3%	9%	-3.5%
NC(=O)CSc1nc(N)c2c3c(sc2n1)CCCCC3	-5%	-12%	-34%	5.0%	-2%	i	0.5	-0.2%	-51%	-6.3%
C/C(=N/NC(=O)c1sc(NS(=O)(=O)c2ccccc2)nc1C)c1ccc(F)cc1	7%	13%	-9%	17%	7%	i	0.5	-0.2%	-8%	-3.8%

3 entries out of the list, ordered by SMILES length, low to high.
SMILES	GPR55 LPI antagonism	NOD2 inhibition	KOR beta-arrestin-1	HIV peptide binding	GPR35 arrestin U2OS	Myeloid diff 2	Myeloid diff 2 GFP+ MAC1+ %	GPR55 activation	NOD1 NF-kB reporter	KOR beta-arrestin-2
CCn1nc(C)cc1Nc1ccccc1	-2%	-16%	-44%	-0.8%	-11%	i	0.9	-0.1%	11%	0.9%
C=CCNC(=O)C1CCC(CNc2nc(=S)[nH]c3ccccc23)CC1 (stereo unspecified)	5%	2%	-22%	-0.9%	2%	i	0.1	0.0%	-8%	-5.4%
CS(=O)(=O)Nc1ccc(C2=NN(S(=O)(=O)c3ccc(F)cc3)C(c3ccco3)C2)cc1 (stereo unspecified)	0%	-2%	-6%	2.2%	-5%	i	0.5	0.3%	9%	-3.5%

Next part.
SMILES	GPR55 LPI antagonism	NOD2 inhibition	KOR beta-arrestin-1	HIV peptide binding	GPR35 arrestin U2OS	Myeloid diff 2	Myeloid diff 2 GFP+ MAC1+ %	GPR55 activation	NOD1 NF-kB reporter	KOR beta-arrestin-2
O=C(/C=C/c1ccc([N+](=O)[O-])cc1)c1cccs1	-3%	23%	28%	-1.2%	-1%	i	0.4	1.2%	0%	1.3%
CCCc1nc(NC2CCCCC2)c(C#N)c2c1COC(C)(C)C2	11%	8%	-7%	1.3%	-5%	i	8.2	-0.2%	-7%	-2.8%
COc1ccc(N2CC(C(=O)N3CCOCC3)CC2=O)cc1 (stereo unspecified)	3%	0%	16%	0.3%	-4%	i	8.6	0.3%	-6%	1.3%
COc1ccc(Nc2nc(-c3ccccc3O)nc3ccccc23)cc1	4%	8%	-70%	-0.7%	18%	i	0.5	0.6%	-2%	1.1%
Cc1ccc(NC(=S)NCc2cccnc2)cc1	0%	7%	0%	0.3%	-2%	i	0.7	0.0%	-2%	5.1%
Cc1ccc(NCc2nnc(SCC(N)=O)n2CCc2ccccc2)cc1	1%	-12%	-66%	-0.1%	-3%	·	·	-0.1%	-4%	4.1%
COCCCNC(=S)N(CCCO)Cc1cc2cc3c(cc2[nH]c1=O)OCO3	8%	9%	-25%[20 µM]	-1.6%	13%	i	0.1	-0.2%	10%	8.3%
O=C(c1ccc(N2CCCC2=O)cc1)N1CCN(c2ccc(Cl)cc2)CC1	11%	36%	4%	-0.5%	2%	i	0.2	-0.1%	-4%	-4.3%
CC(C)=CCCC(C)NC(=O)NC1CCCCC1 (stereo unspecified)	-8%	-4%	11%	0.1%	-1%	i	1.0	-0.3%	-22%	5.8%
O=C(NC1CCCCCC1)C(=S)N1CCCC1	10%	2%	-16%	2.3%	14%	i	0.4	-0.1%	-42%	1.6%
CC(C)CC(OC(=O)c1nsc(Cl)c1Cl)C(=O)NCc1cccs1 (stereo unspecified)	-3%	-1%	-3%	-1.4%	-16%	i	2.8	-0.2%	-20%	11%
COc1ccc(NS(=O)(=O)c2ccc(SC)cc2)c(OC)c1	-2%	13%	1%	0.5%	0%	i	1.6	-0.1%	5%	0.5%
Cc1ccc2oc(=O)n(CC(=O)O)c2c1	1%	6%	-10%	-5.6%	8%	i	1.4	0.2%	12%	-0.6%
CCCNc1cc(C)oc(=O)c1C(=O)CCC	3%	7%	-26%	0.6%	-1%	i	4.3	0.0%	7%	3.6%
COc1ccc(OC)c(NC(=O)Cn2c(-c3ccc(Cl)cc3)noc2=O)c1	1%	13%	-14%	-1.0%	8%	i	5.1	-0.2%	16%	0.7%
O=C(c1cc2ccccc2oc1=O)N1CCCC1	6%	2%	18%	0.9%	0%	i	0.9	0.0%	-10%	3.6%
CC(=O)N1CC=C2C(C#N)=C(N)C(C#N)(C#N)C(CCc3ccccc3)C2C1 (stereo unspecified)	5%	-27%	2%	1.0%	-5%	+	17*	-0.1%	-32%	-1.4%
OCCC1CN(Cc2cnc(N3CCCC3)s2)CCN1Cc1ccccc1 (stereo unspecified)	1%	-2%	-7%	-0.3%	-2%	i	0.2	-0.3%	-30%	·
Cc1cc(-n2c(=O)c(C#N)cc3c(=O)n4cccc(C)c4nc32)no1	6%	3%	12%	-0.9%	-11%	i	0.6	0.5%	-21%	-2.9%
O=C(NCc1ccco1)c1ccc(NC(=O)C2COc3ccccc3O2)cc1 (stereo unspecified)	7%	3%	19%	-2.5%	-1%	i	1.0	0.0%	-14%	-2.9%
Cc1cccc2sc(NC(=O)C3CCCN(S(=O)(=O)c4cccc5nonc45)C3)nc12 (stereo unspecified)	3%	11%	14%	8.3%	-8%	i	0.5	-0.1%	-4%	-2.1%
Cc1ccc(NC(=O)c2ccc(Nc3ccccc3F)nc2)cc1	16%	-40%	5%	6.8%	0%	i	0.1	-0.1%	-29%	1.9%
CCOc1ccc2nc(SCC(=O)c3ccccc3)sc2c1	18%	-21%	29%	0.2%	-4%	i	12	-0.1%	-39%	-4.1%
Cc1ccc(S(=O)(=O)NCC(=O)N(CC(=O)NCc2ccc(F)cc2)CC2CCCO2)cc1 (stereo unspecified)	-3%	10%	-4%	-0.3%	-2%	i	1.0	0.0%	-32%	-3.9%
Cc1nc(-c2ccccc2)sc1-c1nc(-c2ccncc2)ncc1S(=O)(=O)c1ccccc1	10%	-19%	3%	-2.8%	-1%	i	0.5	-0.3%	4%	2.4%
O=C(NCc1ccc(N2CCCC2=O)cc1)c1cc(COc2c(F)cccc2F)on1	-15%	18%	-9%	-1.7%	3%	?	·	0.0%	24%	1.3%
CN(Cc1ccco1)C(=O)C1CCC(=O)N(CCc2cccc(F)c2)C1 (stereo unspecified)	10%	7%	-2%	-2.3%	-1%	?	·	0.0%	23%	1.7%
O=[N+]([O-])c1cccc(NC(=S)N2CCc3ccccc3C2)c1	2%	-58%	-19%	-1.1%	-3%	i	0.1	-0.2%	-20%	4.8%
COc1ccc(CCNC(=O)/C(C#N)=C/c2cccc(OCc3ccccc3)c2)cc1OC	43%	8%	-8%	3.6%	-1%	i	0.0	3.2%	-12%	3.8%
CCc1nnc(NC(=O)Nc2ccc(Cl)cc2)s1	-14%	-40%	-38%[20 µM]	0.7%	-9%	i	0.3	0.0%	-19%	3.3%
COc1ccc(S(=O)(=O)NCc2ccc3c(c2)OCO3)cc1C	9%	2%	4%	-0.6%	-3%	i	1.4	0.3%	-20%	-7.7%
COc1ccc(COc2ncnc3ccc(Br)cc23)cc1F	3%	-30%	-22%	-1.6%	-1%	i	2.5	0.1%	6%	-2.4%
